# RGS8-Gao reg: regulators of human RGS8-Galphao interaction; P09471; multiplexed bead flow cytometry, RGS8-Galphao binding; actives lie on both sides; response (percent of control binding), % at 10 µM; hit rate 0.34% among 220,000; in the data active means response below about 60% or above about 140%; inactive means in between;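 further: Galphao activated as the GDP aluminium fluoride complex binding bead-coupled RGS8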
# RGS7-Gao: modulates binding of RGS7 to human Galphao. P09471. Multiplexed bead flow cytometry; actives lie on both sides. binding response (% of control), % at 10 µM. hit rate 0.35% among 220,000; in the data active means binding response below about 49% or above about 150%; inconclusive means no clear call, values can overlap the other calls; inactive means in between;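 further: fluorescent Galphao held in activated GDP-AlF4 state binding bead-coupled RGS7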
# GSH fluor: compound fluoresces at 488/530 nm on GSH beads; AID 1776; GSH beads flow cytometry, compound fluorescence 488/530 nm; stronger effect = higher value; fluorescence (KMESF) at 10 µM; hit rate 0.25% among 190,000; in the data active means fluorescence above about 89;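 further: glutathione beads carrying GST-tagged Bcl family fusion proteins plus one bare bead set; values are compound well signal with DMSO vehicle wells as background; inactives centre near 16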
# Bcl-2 Bim block: inhibitors of Bim-Bcl-2 interaction, human; Bead-based flow cytometry, Bim peptide-Bcl-2 binding; hit rate 0.06% among 190,000; inhibition, % at 10 µM; P10415; in the data active means inhibition above about 40%; inconclusive means no clear call, values can overlap the other calls;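 further: 0% = no compound wells with probe peptide and 100% = reference peptide inhibitor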
# Target sequence (P10415 whole entry, looked up): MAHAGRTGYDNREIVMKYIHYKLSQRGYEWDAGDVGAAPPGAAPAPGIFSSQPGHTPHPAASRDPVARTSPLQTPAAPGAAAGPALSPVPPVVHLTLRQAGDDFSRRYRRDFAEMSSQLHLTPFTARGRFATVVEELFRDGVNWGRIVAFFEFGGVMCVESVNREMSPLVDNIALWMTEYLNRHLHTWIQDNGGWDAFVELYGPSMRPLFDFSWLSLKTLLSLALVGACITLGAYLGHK
# Bim-Bcl-W: disrupts Bim peptide binding to human Bcl-W | Q92843 | bead-based flow cytometry | inhibition, % at 10 µM | hit rate 0.02% among 190,000 | AID 952;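 further: 0% = bound tracer without compound and 100% = peptide blocker; higher means less fluorescent Bim peptide bound to Bcl-W beads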
# Bfl-1 Bim block: inhibitors of Bim-Bfl-1 interaction, human; Bead-based flow cytometry, Bim-Bfl-1 binding inhibition; hit rate 0.12% among 190,000; AID 1008; inhibition, % at 10 µM; Q16548;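 further: 0% = wells without compound plus tracer and 100% = blocker peptide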
# ABCG2 block: blocks JC-1 efflux by human ABCG2 transporter; inhibition, % at 6.6 µM; IgMXP3 cells, flow cytometry; hit rate 0.1% among 190,000;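 active means inhibition above 80%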;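 further: 0% = DMSO and 100% = nicardipine control wells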
# Target sequence (Q9UNQ0 whole entry, looked up): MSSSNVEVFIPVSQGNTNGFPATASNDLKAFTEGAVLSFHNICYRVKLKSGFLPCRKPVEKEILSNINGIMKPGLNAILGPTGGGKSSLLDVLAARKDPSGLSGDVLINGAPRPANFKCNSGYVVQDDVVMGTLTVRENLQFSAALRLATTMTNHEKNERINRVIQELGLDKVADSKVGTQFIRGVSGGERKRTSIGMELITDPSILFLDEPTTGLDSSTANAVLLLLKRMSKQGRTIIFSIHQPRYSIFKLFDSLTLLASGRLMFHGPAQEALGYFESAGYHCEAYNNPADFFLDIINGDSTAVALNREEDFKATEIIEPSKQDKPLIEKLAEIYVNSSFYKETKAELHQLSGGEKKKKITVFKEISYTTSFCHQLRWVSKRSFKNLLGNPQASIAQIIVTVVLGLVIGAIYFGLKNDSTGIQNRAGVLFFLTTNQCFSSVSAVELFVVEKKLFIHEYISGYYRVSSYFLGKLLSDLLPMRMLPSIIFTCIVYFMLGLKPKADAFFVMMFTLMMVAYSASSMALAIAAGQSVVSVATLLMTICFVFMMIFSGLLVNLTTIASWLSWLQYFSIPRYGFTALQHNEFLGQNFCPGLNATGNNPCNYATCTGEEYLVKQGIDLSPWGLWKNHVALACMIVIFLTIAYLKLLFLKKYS
#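 Measure – % inhibition of efflux relative to nicardipine and DMSO · Test system – ABCG2 IgMXP3 and barcoded ABCB1 CCRF-Adr cell mix · Control set – nicardipine as high control, DMSO as low control · Compound – one concentration, 6.6 µM final · Signal – flow cytometry of retained JC-1 fluorescence · Timing – 10 min exposure at 25 °C with rotation, no wash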
# Bcl-XL Bim block: disrupts Bim peptide binding to human Bcl-XL | Q07817 | bead flow cytometry, fluorescence | inhibition, % at 10 µM | hit rate 0.04% among 190,000 | AID 1007
# RGS4-Gao reg: human RGS4-Galphao interaction regulation; Multiplexed bead flow cytometry, RGS4-Galphao binding; actives lie on both sides; binding response (% of control), % at 10 µM; hit rate 0.33% among 220,000; in the data active means binding response below about 49% or above about 150%; inactive means in between;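 further: fluorescent Galphao activated with aluminum fluoride binding bead-coupled RGS4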
# Bcl-B Bim block: disrupts Bim peptide binding to human Bcl-B; bead-based flow cytometry; hit rate 0.073% among 190,000; inhibition, % at 10 µM;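 further: 0% = tracer peptide without compound and 100% = reference inhibitor peptide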
# Target sequence (Q9HD36 whole entry, looked up): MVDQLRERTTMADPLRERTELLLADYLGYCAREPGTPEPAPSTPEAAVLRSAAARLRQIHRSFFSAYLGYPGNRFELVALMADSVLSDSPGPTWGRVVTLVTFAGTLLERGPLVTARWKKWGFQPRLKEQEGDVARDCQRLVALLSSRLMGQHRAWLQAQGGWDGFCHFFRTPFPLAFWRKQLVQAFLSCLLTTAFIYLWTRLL
# ABCB1 inh: human ABCB1 inhibition, ABCG2 as counter-screen; CCRF-Adr cells, JC-1 efflux, flow cytometry; hit rate 0.067% among 190,000; AID 1326; P08183; inhibition, % at 6.6 µM; in the data active means inhibition above about 40%;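 further: 0% = vehicle and 100% = reference inhibitor; higher value means more JC-1 retained so stronger ABCB1 efflux block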
# An asterisk follows results filed as active; u = inconclusive; x = no result given. Unless noted, no stated cut-off is given here; in the data, active means inhibition above about 40%.
SMILES,RGS8-Gao reg,RGS7-Gao,GSH fluor,Bcl-2 Bim block,Bim-Bcl-W,Bfl-1 Bim block,ABCG2 block,Bcl-XL Bim block,RGS4-Gao reg,Bcl-B Bim block,ABCB1 inh
Cc1ccc(S(=O)(=O)NCC(=O)OC2CCOC2=O)cc1 (stereo not drawn),102,99,12,-7,2,-9,-9,-3,102,-5,-3.9
Cc1cc2nc(-c3cc(N4CCOCC4)ccc3[N+](=O)[O-])ccn2n1,105,101,17,0,-2,-3,0,0,104,-3,0.0
NC(=O)Cn1nnc(-c2ccc(CN3CCCCC3)cc2)n1,99,93,12,-4,-3,-4,2,-5,99,-6,0.3
Cc1ccc(CNC(=O)CC2Sc3ccccc3NC2=O)cc1 (stereo not drawn),93,92,9,1,0,2,-1,-5,95,1,0.1
COC(=O)c1cc2n(n1)CCN(Cc1ccc(OC)cc1)C2=O,100,101,6,2,-1,1,4,2,101,0,0.3
COc1ccc(-c2cn3cccc(C)c3n2)cc1F,102,101,24,0,3,-2,11,0,103,1,0.8
CCOC(=O)c1ccc(NC(=O)CCC(CC)C(=O)O)cc1 (stereo not drawn),100,97,23,-3,0,-11,1,-1,94,-3,0.4
C/C(Nc1ccccc1)=C(/C#N)C(N)=O,100,98,41,-10,3,-13,1,-4,103,-5,-0.1
COc1ccc2c(c1)c(=O)oc1cc(OCC(=O)NC3CC3)ccc12,93,84,16,1,4,4,1,3,98,3,0.4
CCc1ccccc1N(CC(=O)O)S(C)(=O)=O,101,102,24,-13,0,-18,25,-7,104,-9,0.1
COc1ccc(OC)c(C2=NOC(C(=O)N3CCCc4ccccc43)C2)c1 (stereo not drawn),99,95,19,-4,-1,-1,3,-1,93,-2,0.8
COc1cc(C2c3c(-c4ccccc4)n[nH]c3C(=O)N2c2ccccc2)ccc1O (stereo not drawn),103,105,5,2,-4,3,1,-3,105,0,0.3
O=C(O)CCc1ccc(-c2ccccc2)o1,97,96,23,-11,-5,-12,-1,-4,98,-11,0.5
COC(=O)Cc1ccc(N(Cc2ccccc2F)S(=O)(=O)c2ccc(Cl)cc2)cc1,101,101,25,0,-2,-2,10,-4,101,-5,0.1
Cc1nnc(Sc2c(N)n(C)c(=O)[nH]c2=O)s1,100,99,53,-10,-2,-15,3,-4,100,-6,0.8
Cc1ccccc1C(=O)/C=C1\NC(=O)CS1,95,94,31,-9,-1,-19,2,-6,95,-8,-0.8
O=C(CCCCCNc1nc(=S)[nH]c2ccccc12)NCCc1ccc(Cl)cc1,99,98,10,-2,1,0,29,-3,100,-12,1.3
O=C(c1sc2ccccc2c1Cl)N(Cc1ccccc1Cl)C1CCS(=O)(=O)C1 (stereo not drawn),101,99,15,0,-1,0,4,0,102,-1,1.2
Cc1cc(Cl)c(S(=O)(=O)NC(C)C)cc1OCC(N)=O,103,104,4,0,-3,-1,-2,-5,102,-5,-0.2
CC1=C(C(=O)NCc2ccccc2)C(c2cc(Br)cc(Br)c2OC(C)C)NC(=O)N1 (stereo not drawn),107,103,16,-4,-3,-4,7,-7,107,-6,0.9
CN(C)CCCNC(=O)c1cc(C(=O)C2CCCCC2)c[nH]1,101,u,18,-2,-2,-5,1,-3,99,-5,0.8
Cc1ccccc1Cn1c(C(=O)OC(C)C)cc2c1ccn2C,100,97,10,0,-2,-1,15,-1,98,-1,1.1
O=C(CN=C1NC(=O)C(c2ccccc2)(c2ccccc2)N1)NCc1ccc(F)cc1,103,91,19,-18,2,-12,13,-1,90,-7,0.7
COc1ccc(C(C(=O)NC2CCCC2)N(Cc2ccccc2)C(=O)CNC(=O)c2ccco2)cc1 (stereo not drawn),105,100,41,-3,0,-5,2,-7,96,-6,0.3
Cc1ccc(C)c(CSc2nnc(-c3cccs3)n2Cc2ccco2)c1,99,99,22,-4,-2,-2,5,-2,102,-1,1.9
# (listing goes on)
SMILES,RGS8-Gao reg,RGS7-Gao,GSH fluor,Bcl-2 Bim block,Bim-Bcl-W,Bfl-1 Bim block,ABCG2 block,Bcl-XL Bim block,RGS4-Gao reg,Bcl-B Bim block,ABCB1 inh
CCc1ccc(N2CC(O)(c3cccs3)[N+]3=C2SCCC3)cc1 (stereo not drawn),96,89,10,-2,-9,-3,-1,-10,91,-6,0.3
O=C(NNc1c2ccccc2nc2ccccc12)c1cccc(O)c1,103,100,8,-6,-5,-6,10,-7,102,-3,-0.2
Cc1ccc(C2CN(c3ccccc3)CC2C(=O)c2ccc(F)cc2)cc1 (stereo not drawn),99,98,32,2,0,0,0,-1,98,1,0.1
COc1cc(Cl)c(C)cc1NC(=O)COC(=O)c1cc[n+]([O-])cc1,102,108,8,-3,-2,-5,9,-2,100,-3,0.3
O=C(c1cnc2sccn2c1=O)N(Cc1ccccc1)c1ccccn1,102,103,19,-8,-1,-7,2,0,102,-4,0.3
CC(NC(=O)CN(C)CC(=O)Nc1ccc(F)c(F)c1F)c1ccccc1 (stereo not drawn),107,103,12,-4,-4,-10,0,-4,102,-5,0.4
CCCCCCN(C(=O)CCCCCN1C(=O)NC(c2ccc(-c3ccccc3)cc2)C(C(=O)OCc2ccccc2)=C1C)C(C(=O)NCCCC)c1ccc(OCC(=O)OC)cc1 (stereo not drawn),101,97,19,0,-1,0,1,-1,99,-4,1.1
Cc1cc(N)n(-c2ccc(Oc3ccccc3)c(S(=O)(=O)O)c2)n1,101,101,12,-1,1,-2,0,-1,102,2,0.0
CN(C)CCCN(Cc1cc2cc3c(cc2[nH]c1=O)OCO3)C(=S)NCc1ccco1,100,103,52,-6,-2,-7,1,-9,102,-9,1.0
Cc1ccc(NC(=S)NNC(=O)c2ccco2)cc1,95,99,28,-12,-5,-12,2,2,98,-22,0.6
COc1ccc(CCNC(=O)c2ccc(CNS(=O)(=O)c3ccc(C(C)(C)C)cc3)cc2)cc1OC,100,97,11,-8,-3,-9,17,-11,100,-9,0.7
Cn1cc(/C=C2\SC(=O)NC2=S)c2ccccc21,105,u,20,0,-3,4,-12,-4,108,0,-2.3
CCOC(=O)CNC(=O)CSc1ccc2nnc(-c3cccnc3)n2n1,98,100,11,4,-1,-1,8,-2,99,0,0.2
O=C(NCCCN1CCOCC1)[C@@H]1CSC2c3ccccc3C(=O)N21 (stereo partly drawn),117,106,29,-5,-3,-8,7,-7,104,-7,0.0
CC(=O)Oc1ccc(C(=O)Nc2cccc(C(=O)NC(C)(C)C)c2)cc1,103,104,29,0,-2,-4,4,-3,101,-5,1.2
O=C1/C(=C/c2ccncc2)SC(=S)N1C1CCS(=O)(=O)C1 (stereo not drawn),102,102,12,-3,-4,-2,1,-7,106,-6,0.2
O=C(c1cccnc1)N1CCC(c2nc3ccccc3[nH]2)CC1,101,102,35,-7,-2,-8,-3,-3,101,-4,-2.1
CN(C)c1ccc(C(=O)c2ccc(N(C)C)c3ccccc23)cc1,101,95,28,0,-1,0,43,0,95,-2,1.9
CC(Cc1ccccc1)C(=O)N(C)Cc1cccnc1 (stereo not drawn),97,97,x,0,-2,2,-8,-4,96,-1,1.1
COc1ccc(N2CC(NC(=O)Nc3ccccc3)CC2=O)cc1 (stereo not drawn),99,99,24,0,2,-2,1,-1,102,-2,0.1
O=C1OC(c2ccccc2)=NC12CC2c1ccc(Cl)cc1 (stereo not drawn),104,104,7,4,-1,2,3,-5,104,-2,0.7
COc1ccc(Cn2cnc3c(N)c(C)c(C)cc32)cc1,100,99,16,-1,-4,-7,1,-6,99,-6,0.4
CN(Cc1ccon1)C(=O)CCc1nnc(CCCCc2ccccc2)o1,97,100,10,-5,1,-5,0,-2,96,-3,0.2
O=C(CNC(=S)N(Cc1ccccc1)Cc1ccccc1F)NCCc1ccc(Cl)cc1,101,98,10,0,2,2,6,-1,101,-4,2.0
CC(C)(C)NC(=O)CSc1nc2[nH]ncc2c(=O)[nH]1,105,114,10,-2,0,-5,0,-1,103,-5,-0.1

# Record cards, from the list above.
# CCCCCCN(C(=O)CCCCCN1C(=O)NC(c2ccc(-c3ccccc3)cc2)C(C(=O)OCc2ccccc2)=C1C)C(C(=O)NCCCC)c1ccc(OCC(=O)OC)cc1 (stereo not drawn) is listed with RGS8-Gao reg = 101; RGS7-Gao = 97; GSH fluor = 19; Bcl-2 Bim block = 0; Bim-Bcl-W = -1; Bfl-1 Bim block = 0; ABCG2 block = 1; Bcl-XL Bim block = -1; RGS4-Gao reg = 99; Bcl-B Bim block = -4; ABCB1 inh = 1.1
# CC(=O)Oc1ccc(C(=O)Nc2cccc(C(=O)NC(C)(C)C)c2)cc1 is listed with RGS8-Gao reg = 103; RGS7-Gao = 104; GSH fluor = 29; Bcl-2 Bim block = 0; Bim-Bcl-W = -2; Bfl-1 Bim block = -4; ABCG2 block = 4; Bcl-XL Bim block = -3; RGS4-Gao reg = 101; Bcl-B Bim block = -5; ABCB1 inh = 1.2

# Going on with the list:
SMILES,RGS8-Gao reg,RGS7-Gao,GSH fluor,Bcl-2 Bim block,Bim-Bcl-W,Bfl-1 Bim block,ABCG2 block,Bcl-XL Bim block,RGS4-Gao reg,Bcl-B Bim block,ABCB1 inh
COc1cc(NC(C)=O)ccc1-c1cc2ccccc2oc1=O,103,97,11,-1,0,1,11,-1,95,0,0.3
Cc1cccc(N/C(N)=N/c2nc(C(F)(F)F)cc(=O)[nH]2)c1C,106,100,10,0,-2,-5,1,-4,104,-4,0.1
Fc1ccc(Cn2c(SCc3ccc(F)c(C(F)(F)F)c3)nnc2C(F)(F)F)cc1,111,112,25,-1,-1,0,6,2,108,0,1.6
Cc1cc(NCCO)c2cc(O)ccc2n1,95,90,6,-1,7,-4,1,2,88,-3,0.2
COc1ccc(/C=C2/SC(=O)N(CCC(=O)Nc3ccc(C)cc3)C2=O)cc1OC,122,108,10,6,2,8,1,1,106,2,-0.1
CCN(C(=O)COC(=O)c1cncc(Br)c1)C1CCS(=O)(=O)C1 (stereo not drawn),100,95,11,3,-1,-7,6,0,94,-2,0.6
O=C1CC(C(=O)Nc2ccccc2)C2(CCCCC2)O1 (stereo not drawn),101,100,11,-8,-1,-7,-7,-7,100,-5,-7.4
COCc1c(C(N)=O)nnn1-c1nonc1N,101,96,30,-8,0,-16,5,-3,102,-9,1.0
CCCc1cc(C(=O)Nc2cc(Br)ccc2O)no1,101,101,18,-10,0,-11,1,-3,100,-7,0.2
CC1(C)CC(C)(c2ccc(O)cc2O)N(c2ccc3ccccc3c2)C(=S)N1 (stereo not drawn),100,103,15,7,3,2,-1,1,102,-5,-0.8
O=C(NCc1ccco1)C1Cc2ccccc2CN1C(=O)c1ccco1 (stereo not drawn),101,99,11,0,-2,-3,12,0,97,-3,1.3
COc1ccccc1/C=C\C=N\n1c(-c2ccc(Cl)cc2)n[nH]c1=S,58*,93,13,0,-5,11,-3,-7,88,-28,-0.5
CCCCCCn1c2c(c(=N)c3c1CCC3)CCC2,100,105,38,-9,0,-9,1,-10,98,-8,0.6
Clc1ccc(SCCCCN2CCNCC2)cc1,104,103,9,-6,-7,-9,1,-6,105,-10,0.3
Cc1nn(C)cc1C(C(=O)NC1CCCCC1)N(Cc1ccc(F)cc1)C(=O)c1cnccn1 (stereo not drawn),100,100,26,1,0,4,2,0,96,5,0.0
Cc1ccccc1C(=O)NC(NC(=O)c1ccccc1C)c1cccc([N+](=O)[O-])c1,102,102,13,-6,-4,-1,-2,-6,105,-11,-9.6

# Bioassay records (PubChem BioAssay)
